# SUMO Mot1 rescue – inhibitors of SUMOylation pathway: yeast Mot1-301 growth rescue. growth rescue, % at 18.8 µM. AID 2716. S. cerevisiae Mot1-301 growth rescue, ATP luminescence, 38.5C; percent above DMSO median, 100 means doubled. hit rate 1% among 320,000;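 active = every valid replicate shows activation above 250% relative to neutral control wells; inactive = the rest, any valid replicate at or below 250%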;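 also: OY570 slx delta 5 strain wells were the positive control but not used for scaling; some compounds called inactive have numbers as strong as hits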
# DSG3 Ab inh – blocks pemphigus antibody binding to human desmoglein-3 | binding (percent of control), % at 10 µM | P32926 | hit rate 0.48% among 310,000 | DSG3-coupled beads, scFv-anti-DSG3-GFP binding, flow cytometry; stronger effect = lower value | AID 588358;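 active = binding more than 3 SD below its plate's average and above zero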; also: some compounds called inactive have numbers as strong as hits
# HTR5A inv ctr – HTR5A inverse agonism, opioid heterodimer counter-screen; inhibition, % at 9.3 µM; AID 504634; HTR5A cell line, luminescence; hit rate 0.083% among 340,000; P47898; in the data active = inhibition mostly above about 23%, no sharp cut-off; inactive = mostly below about 18%;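 also: 0% = cells with DMSO and 100% = no-cell wells with DMSO; some compounds called inactive have numbers as strong as hits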
# HTR5A ag – counter-screen for OPRM1-OPRD1 agonists: human HTR5A agonism; P47898; HTR5A agonist assay, luminescence, cell-based; activation, % at 9.3 µM; hit rate 0.61% among 340,000; AID 504692; in the data active = activation mostly above about 9.5%, no sharp cut-off; inactive = mostly below about 7.6%;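 also: 0% = cells with vehicle only and 100% = reference agonist; strong numbers were not always called active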
# PfHsp90 yeast 2 – inhibits growth of yeast expressing Plasmodium falciparum Hsp90; AID 504621; hit rate 0.32% among 310,000; inhibition, % at 9.4 µM; S. cerevisiae expressing PfHsp90, BacTiter-Glo ATP, 48 h; yeast lacking PDR1 and PDR3 efflux regulators;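 active = every replicate shows inhibition above about 80%, whatever the replicate mean, limit read from the data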;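 also: 0% = DMSO neutral controls and 100% = 20 µM radicicol positive controls; yeast relying on Plasmodium falciparum Hsp90 in place of its own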
# MOR-DOR ag – OPRM1-OPRD1 heterodimerization agonism. P35372+P41143. cells, luminescence. activation, % at 9.3 µM. hit rate 0.3% among 340,000. AID 504326; in the data active = activation above about 18%;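 also: 0% = vehicle-treated cells and 100% = reference agonist; values of inactives mirror those of a sister screen read the other way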
# Target sequence (P35372 whole entry, looked up): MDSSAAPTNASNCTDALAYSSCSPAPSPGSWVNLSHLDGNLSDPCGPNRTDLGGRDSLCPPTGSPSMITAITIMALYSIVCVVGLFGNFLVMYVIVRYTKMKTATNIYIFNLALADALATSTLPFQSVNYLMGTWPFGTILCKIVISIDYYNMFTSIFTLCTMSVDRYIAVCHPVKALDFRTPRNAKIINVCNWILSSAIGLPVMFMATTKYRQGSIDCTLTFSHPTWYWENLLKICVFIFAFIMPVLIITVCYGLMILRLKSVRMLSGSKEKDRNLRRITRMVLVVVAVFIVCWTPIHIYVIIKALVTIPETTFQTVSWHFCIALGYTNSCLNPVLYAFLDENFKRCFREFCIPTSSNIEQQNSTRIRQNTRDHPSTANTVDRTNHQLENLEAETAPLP
# Target sequence (P41143 whole entry, looked up): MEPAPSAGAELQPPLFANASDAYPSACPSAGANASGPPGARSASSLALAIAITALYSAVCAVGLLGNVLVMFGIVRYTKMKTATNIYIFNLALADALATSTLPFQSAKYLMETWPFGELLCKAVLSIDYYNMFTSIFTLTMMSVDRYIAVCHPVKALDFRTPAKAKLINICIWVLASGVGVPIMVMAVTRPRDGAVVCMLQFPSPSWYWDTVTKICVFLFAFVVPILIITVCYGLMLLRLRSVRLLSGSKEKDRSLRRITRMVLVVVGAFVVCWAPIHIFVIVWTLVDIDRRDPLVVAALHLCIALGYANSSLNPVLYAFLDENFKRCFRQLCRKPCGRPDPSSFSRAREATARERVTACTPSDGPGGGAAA
# AddAB inh – less growth of phage-infected E. coli with AddAB. E. coli expressing H. pylori AddAB, absorbance growth. inhibition, % at 11.9 µM. hit rate 0.29% among 330,000. AID 435030; in the data active = inhibition above about 12%;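 also: 0% = vehicle wells of infected cells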
# OPRM1-OPRD1 inv – inverse agonist of human OPRM1-OPRD1 heterodimerization; P35372+P41143; cell-based MOR-DOR heterodimer luminescence, inverse agonism; inhibition, % at 9.3 µM; hit rate 0.21% among 340,000; AID 504357; in the data active = inhibition above about 22%, passing the limit was not always enough;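 also: 0% = cells with DMSO and 100% = wells without cells with DMSO; values of inactives mirror those of a sister screen read the other way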
# Ecoli viability – counter-screen for AddAB inhibitors: E. coli growth inhibition. E. coli V3065 growth, OD600 absorbance, 18 h. inhibition, % at 11.9 µM. hit rate 0.27% among 330,000. AID 449728;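 active = inhibition above the campaign's mean inhibition across all tested compounds plus 3 SD, cut at about 9.9% in these data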;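 also: uninfected addAB+ strain grown without phage in ampicillin broth; 0% = DMSO wells and 100% = ciprofloxacin 0.95 µg/ml wells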
# PKA-R1A act – activators of PKA-R1A complex; P00514+P68181; PKA-R1A dissociation, Cy5-IP20 fluorescence polarization; scaled: DMSO 0%, 113 µM cGMP 100%; activation, % at 11.4 µM; hit rate 0.083% among 340,000; AID 504707;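 active = percent activation above the mean of all tested compounds plus 3 SD, cut at about 19% in these data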;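 also: higher means more PKAc released from R1A so a rise in polarization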
# phage Ecoli inh – E. coli growth loss with phage present. AID 651602. growth absorbance. hit rate 0.26% among 360,000. inhibition, % at 11.9 µM; in the data active = inhibition above about 11%
# Numbers without * were called inactive; i = inactive; / = not tested or not shown.
nr	SMILES	SUMO Mot1 rescue	DSG3 Ab inh	HTR5A inv ctr	HTR5A ag	PfHsp90 yeast 2	MOR-DOR ag	AddAB inh	OPRM1-OPRD1 inv	Ecoli viability	PKA-R1A act	phage Ecoli inh
1	Cc1cc(C)c2c(n1)sc1c(N3CCN(CCO)CC3)ncnc12	8	96	-15	-2	26	-1.7	2.5	9	2.6	-4	-0.6
2	O=C1CCc2cc(S(=O)(=O)N3CCN(C(=O)c4ccco4)CC3)ccc2N1	-16	95	-38	3	/	-1.9	3.1	11	1.9	-13	1.1
3	O=C1CC(NS(=O)(=O)c2cccs2)CN1c1ccc(Cl)cc1 (configuration not stated)	96	100	-25	10	-1	4.1	6.1	-28	1.1	-14	3.5
4	Cc1cc([N+](=O)[O-])cnc1N1CCOCC1	-12	98	11	-4	16	-2.0	-0.7	10	-2.2	2	3.0
5	C[C@H](CO)N1C[C@H](C)[C@@H](CN(C)S(=O)(=O)c2ccc(F)cc2)Oc2ccc(NS(=O)(=O)c3ccccc3)cc2C1=O	3	103	-26	9	-4	-3.5	5.6	20	0.8	-1	2.4
6	O=S(=O)(c1ccc2c(c1)CCN2)N1CCOCC1	10	104	-1	0	16	-1.4	-0.5	6	0.0	-2	2.0
7	COc1ccc(C2(C(=O)Nc3c(C)n(C)n(-c4ccccc4)c3=O)CCCC2)cc1OC	7	88	15	-4	18	-1.9	1.5	10	1.5	-4	1.6
8	CC(=O)Nc1ccc2nc(NC(=O)COc3cccc(C)c3)sc2c1	-9	/	-14	-2	2	-1.8	0.6	8	-1.7	-8	1.7
9	COc1cc2c(cc1OC)C1=NC(=O)CN1C(SCc1ccccc1)=N2	-13	111	8	3	24	0.9	2.7	-4	0.6	8	-0.9
10	CCOC(=O)c1csc(N/N=C2\CCc3ccccc32)n1	-14	104	5	-1	-20	1.8	-2.3	-9	0.1	1	1.4
11	CN(CCOc1ccc(Cl)cc1)C(=O)c1cccc(S(=O)(=O)N2CCN(c3ccccc3)CC2)c1	/	/	-13	11	1	0.3	/	-1	/	-8	0.8
12	Cc1nnc(SCC(=O)Nc2ccc3c4c(cccc24)CC3)n1C	-10	107	2	-5	-1	-2.7	2.8	15	2.0	-7	2.1
13	COc1ccc(/C=N/NC(=O)CCCCCNC(=O)c2ccccc2)cc1	-15	159	-1	-2	15	-2.5	0.8	12	-4.5	-4	2.5
14	Cc1cccc(C(=O)N/C(=C\c2ccco2)C(=O)N2CCCCCC2)c1	7	107	12	-5	13	-1.9	1.9	11	0.9	-12	0.9
15	COc1ccc(-c2csc(NC(C)=O)n2)cc1OC	9	/	-19	-2	/	-1.8	1.2	10	-1.1	-9	2.6
16	CC1(c2ccccc2)NC(=O)N(NC(=O)CSc2n[nH]c(N)n2)C1=O (configuration not stated)	-9	87	-3	0	-5	-1.1	-0.7	6	3.0	-1	0.1
17	COc1cc2c(cc1OC)C(C(=O)Nc1ccccc1N1CCN(C)CC1)C1c3ccccc3CCN1C2=O (configuration not stated)	-3	113	-17	-4	/	-0.5	-0.2	3	1.1	7	-0.1
18	Cc1cc(C(=O)N2CCN(Cc3ccc4c(c3)OCO4)CC2)cs1	-11	94	-3	2	6	-2.0	1.5	11	3.8	6	1.6
19	Cc1ccc(/C=N/NC(=O)c2cccc3ccccc23)o1	44	/	9	-3	-17	-0.7	2.1	6	0.3	4	0.1
20	Cc1cc(Br)ccc1SCC(=O)OCC(=O)c1c(N)n(C)c(=O)n(C)c1=O	-2	98	-2	5	-33	4.1	3.4	-21	0.9	1	-0.5
21	C[n+]1cccc(CNC(=O)/C=N/O)c1	/	102	-8	3	2	-1.1	-1.6	6	-0.1	4	0.3
22	CCn1cc(C(=O)N2CCN(c3ccccc3OC)CC2)c2cc(OC)c(OC)cc2c1=O	/	101	2	1	2	-0.3	-1.5	2	1.9	-6	0.8
23	Cc1ccc(/C=C/C(=O)NCCCN2CCN(CCCNC(=O)/C=C/c3ccc(C)cc3)CC2)cc1	12	100	15	-1	-11	-2.1	-0.2	11	-1.1	-10	4.6
24	COc1ccc(Nc2nc(N)nc(COc3ccc(OC)cc3)n2)cc1	-10	111	27	-1	-12	-1.9	3.0	11	-1.7	4	4.3
25	CNS(=O)(=O)c1ccc2nc(NC(=O)c3ccc(N4C(=O)CCC4=O)cc3)sc2c1	0	95	19	8	13	-1.4	3.9	8	1.6	-7	1.1
26	COc1ccc(CN(C)C(=O)C23CC4CC(CC(C4)C2)C3)c(OC)c1	328*	110	-18	-1	14	4.7	1.5	-33	0.4	-10	2.2
27	CN(C)c1cc(C(F)(F)F)nc(-c2ccccn2)n1	-17	93	15	-6	10	0.2	0.7	-1	-2.2	-10	0.5
28	COc1cccc(OC)c1C(=O)NN1CCCCC1	-1	99	1	1	-4	-2.6	-0.8	14	-1.7	-3	3.0
29	O=[N+]([O-])c1ccc(Nc2ccc(F)cc2)cc1	50	104	3	-1	-25	1.1	-0.2	-5	-2.2	-13	0.7
30	CN1C(=O)OC(C)(C)C1=O	-1	102	-10	3	22	-1.3	-6.0	7	-3.0	4	/
31	NC(=O)N/N=C1\CCS(=O)(=O)c2ccc(F)cc21	7	106	-1	0	34	-0.5	1.2	2	0.6	-7	3.6
32	COc1ccc(OC(C)C(=O)N(C)Cc2nc(-c3ccc(C)cc3)no2)cc1 (configuration not stated)	2	122	-3	1	-1	1.5	3.0	-8	-1.8	4	2.1
33	CCOc1ccc(C(C)NC(=S)NC2CCCCC2)cc1 (configuration not stated)	-18	102	-21	7	14	0.8	-2.1	-4	1.0	6	4.2
34	Cc1ccc(S(=O)(=O)N2[C@@H](c3cccc(Cl)c3)C(C(=O)O)=CC[C@H]2c2cccc(Cl)c2)cc1	-17	98	-28	10	14	-2.4	4.2	14	-0.1	-1	1.9
35	Cc1ccc(C)n1-c1sc2c(c1C(=O)O)CCCC2	-4	85	-20	8	4	-1.1	-2.5	7	-1.2	-10	3.6
36	Cc1ccc(/C=N/NC(=O)CNC(=O)c2ccc(S(=O)(=O)N3CCCC3)cc2)o1	124	86	8	7	-28	-2.9	1.3	15	0.5	-9	1.6
37	COc1ccccc1NC(=O)N1CCC(C(=O)c2ccc(F)cc2)CC1	1	104	-2	1	9	-1.4	1.6	7	-0.2	5	0.9
38	Clc1ccc(OCc2nc(-c3ccccn3)n[nH]2)cc1	82	101	6	-2	-10	-2.1	-5.0	11	-1.2	17	-3.4
39	COc1ccc(CCNC(=O)Cc2ccccc2)cc1OC	12	99	-8	3	-6	-3.0	1.3	15	-1.2	-9	-0.9
40	CCc1nc(N2CCCCC2)c2oc3ccccc3c2n1	-23	105	-9	1	-7	5.1	-0.1	-27	1.2	-11	3.6
41	COCCOC(=O)c1[nH]c2c(c1C)C(=O)C(C(=O)OC)C(C)C2 (configuration not stated)	0	115	5	-2	1	-2.3	3.6	12	3.1	0	2.6
42	O=C(O)CCC(=O)N1CCc2cc(S(=O)(=O)N(CCc3ccccc3)Cc3ccccc3)ccc21	27	103	-8	7	-12	-1.7	0.3	10	-0.1	6	0.0
43	S=C(Nc1ccc2nc(-c3ccccn3)c(-c3ccccn3)nc2c1)N1CCOCC1	0	88	7	-3	37	3.1	2.2	-20	1.5	-5	2.0
44	CCO[C@H]1OC(C(=O)NCc2ccccc2)=C[C@@H](c2cn(C(C)=O)c3ccccc23)[C@@H]1CCCO	0	103	-28	-2	5	0.1	-3.0	-1	-1.1	-3	1.5
45	O=C1CN(C(=O)c2cc([N+](=O)[O-])ccc2Cl)C(c2ccc(F)cc2)c2cc(F)ccc2N1 (configuration not stated)	-10	105	3	1	-11	1.2	1.6	-5	0.9	3	3.2
46	CC(C)CCNC(=O)C1CCCN(S(=O)(=O)c2ccc(-n3cnnn3)cc2)C1 (configuration not stated)	-19	107	-42	1	10	-1.1	3.2	6	-0.9	1	-0.3
47	O=C(c1ccc(F)cc1F)C1CCN(c2ccc([N+](=O)[O-])cn2)CC1	-14	97	/	/	-2	/	2.4	/	1.8	/	3.6
48	c1ccc(SCc2nc(-c3ccncc3)no2)cc1	46	100	-6	2	/	0.6	1.8	-3	-1.1	-2	3.1
49	CCCCOc1ccc(C2(C(=O)O)CCCC2)cc1	-1	99	-9	4	-26	-3.5	3.9	15	0.1	-6	-0.6
50	C/C(=N\O)C(C)(C)Nc1ccccc1F	-4	/	-11	-5	9	-0.1	1.5	0	0.2	3	2.5
51	COc1ccc(CCn2nnnc2C(c2ccccc2)N2CCN(C)CC2)cc1OC (configuration not stated)	/	69	4	-3	-11	-1.4	0.9	8	0.6	-4	3.2
52	Cc1cccc(C)c1NC(=O)CN(C)C(=O)CSC(=S)N1CCCC1	i	101	-3	1	/	-0.5	2.9	3	0.6	6	2.4
53	COc1ccc(Cc2nnc(SCC(=O)Nc3ccccc3)[nH]c2=O)cc1	-3	106	-32	12	/	2.0	0.8	-13	-0.3	6	2.9
54	O=C(NCC1CCCO1)c1sc2cc(Cl)ccc2c1Cl (configuration not stated)	43	97	0	1	-1	0.6	-0.5	-4	-1.6	-8	1.3
55	CC(=O)n1cc(N(C(=O)CCl)c2ccc([N+](=O)[O-])cc2)c2ccccc21	49	116	-4	27*	3	20*	-2.9	-101	0.7	-8	2.1
56	O=C(C1CCCCC1)N1CCCn2c1nc1ccccc12	/	90	1	0	1	0.4	-4.2	-2	0.3	-9	3.7
57	CCOC(=O)c1ccc(NC(=O)C2C3CCC(C3)C2C(=O)O)cc1 (configuration not stated)	7	98	-33	-2	-6	-0.2	2.8	1	0.3	-4	0.2
58	CCCCOc1ccc(C(=O)NCC(=O)NCC(c2ccc(OC)cc2)N2CCOCC2)cc1 (configuration not stated)	0	96	3	-1	15	-2.0	0.9	9	1.8	2	-0.9
59	O=C(COc1ccc(Br)cc1)N(Cc1ccco1)C1CCS(=O)(=O)C1 (configuration not stated)	1	96	6	-5	-26	-2.4	2.0	13	-0.8	-6	1.8
60	COc1cc(NC(=O)COC(=O)c2[nH]c(C)c(C(C)=O)c2C)cc(OC)c1	5	128	-10	3	0	-1.1	1.9	6	0.3	3	2.4

# Additional entries:
nr	SMILES	SUMO Mot1 rescue	DSG3 Ab inh	HTR5A inv ctr	HTR5A ag	PfHsp90 yeast 2	MOR-DOR ag	AddAB inh	OPRM1-OPRD1 inv	Ecoli viability	PKA-R1A act	phage Ecoli inh
61	O=C(CSc1nnc(-c2ccc(S(=O)(=O)N3CCCC3)cc2)o1)NCc1ccco1	-6	112	3	2	-12	-2.2	0.3	12	-2.6	-1	0.6
62	O=C1CCC([N+](=O)[O-])C(c2cccc(Cl)c2Cl)N1 (configuration not stated)	745	116	10	-4	-12	-3.2	3.1	14	-0.1	-8	0.3
63	Cc1cc(NS(=O)(=O)c2ccc(NC(=O)c3ccco3)cc2)no1	-5	112	0	5	8	-2.2	1.4	12	1.1	3	2.5
64	CCN1C(=O)C(CC(=O)Nc2ccccc2)S/C1=N\c1ccccn1 (configuration not stated)	/	104	-4	1	16	1.0	2.4	-5	3.1	-3	1.4
